# CHRM5 agonist – human M5 muscarinic receptor agonists, primary screen, CHO-K1 cells, Fluo-8 calcium fluorescence; AID 624037, 2012; CHO-K1 hM5 cells; 0% DMSO wells, 100% maximal acetylcholine response; 360,000 compounds, 0.19% hits; activation, % at 3 µM;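 active = activation above the run's mean over test compounds plus 3 SD, cut at about 23% in these data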;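 note: signal is peak over basal fluorescence ratio across the kinetic read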
# Target sequence (P08912 whole entry, looked up): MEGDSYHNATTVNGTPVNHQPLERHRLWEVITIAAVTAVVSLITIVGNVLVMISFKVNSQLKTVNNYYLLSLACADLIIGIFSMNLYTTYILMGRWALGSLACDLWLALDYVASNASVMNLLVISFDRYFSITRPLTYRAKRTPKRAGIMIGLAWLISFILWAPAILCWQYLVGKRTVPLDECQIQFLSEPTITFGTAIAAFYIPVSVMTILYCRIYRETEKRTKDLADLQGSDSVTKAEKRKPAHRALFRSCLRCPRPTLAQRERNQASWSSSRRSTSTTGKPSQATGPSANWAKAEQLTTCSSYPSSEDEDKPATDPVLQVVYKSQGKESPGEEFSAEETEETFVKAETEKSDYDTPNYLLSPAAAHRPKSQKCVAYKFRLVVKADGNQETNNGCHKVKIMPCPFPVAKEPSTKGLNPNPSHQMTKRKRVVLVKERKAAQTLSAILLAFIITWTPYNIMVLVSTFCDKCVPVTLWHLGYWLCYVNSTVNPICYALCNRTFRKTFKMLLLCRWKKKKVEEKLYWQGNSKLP
# M1 PAM parental – nonselective calcium activators in parental CHO-K1 cells, primary screen, counter-screen for M1 PAM project, cell-based, Fluo-8 calcium fluorescence, full deck, 1536-well; activation, % at 3 µM; ATP EC20; 0% at ATP EC20, 100% at ATP max; 360,000 compounds, 0.02% hits; AID 602247, 2012;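 active = activation above the run cutoff, the mean activation of all test compounds plus 3 SD, cut at about 40% in these data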;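 note: peak over basal fluorescence ratio in a 140 s read after ATP addition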
# M4 ag – human M4 muscarinic receptor agonists, primary screen, CHO-K1 cells, Fluo-8 calcium fluorescence; CHO-K1 hM4/Gqi5; vehicle 0%, full acetylcholine response 100%; activation, % at 3 µM; 360,000 compounds, 0.14% hits; AID 624127, 2012;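 active = activation above the run mean over all test wells plus 3 SD, cut at about 32% in these data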;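 note: peak over basal fluorescence ratio per well then scaled between controls; 0% = DMSO wells and 100% = acetylcholine at EC100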
# Target sequence (P08173 whole entry, looked up): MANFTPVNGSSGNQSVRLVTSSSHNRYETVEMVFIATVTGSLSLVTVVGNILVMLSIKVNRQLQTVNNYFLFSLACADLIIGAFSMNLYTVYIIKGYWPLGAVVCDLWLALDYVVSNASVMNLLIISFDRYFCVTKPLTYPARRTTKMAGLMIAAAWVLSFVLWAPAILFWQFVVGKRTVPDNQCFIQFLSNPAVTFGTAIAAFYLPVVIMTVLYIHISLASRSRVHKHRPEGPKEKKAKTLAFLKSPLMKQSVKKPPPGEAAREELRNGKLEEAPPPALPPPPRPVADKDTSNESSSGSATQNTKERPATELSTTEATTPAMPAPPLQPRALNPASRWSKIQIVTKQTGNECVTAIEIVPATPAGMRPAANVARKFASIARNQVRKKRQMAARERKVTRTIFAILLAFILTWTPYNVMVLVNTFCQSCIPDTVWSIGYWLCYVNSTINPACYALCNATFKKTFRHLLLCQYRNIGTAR
# CHRM4 PAM – human M4 muscarinic receptor positive allosteric modulators, primary screen, CHO-K1 cells, Fluo-8 calcium fluorescence. Muscarinic acetylcholine receptor M4 (Homo sapiens), P08173. CHO-K1 hM4/Gqi5, ACh EC20; 0% = ACh EC20, 100% = maximal ACh. activation, % at 3 µM. 360,000 compounds, 0.4% hits;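 active = activation above its plate's cutoff, the mean activation of sample wells plus 3 SD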; note: some results filed as inactive read as strong as hits
# CHO-K1 Ca ag – counter-screen for M1 agonists: effect in parental CHO-K1 cells. activation, % at 3 µM. AID 602248, 2012. Fluo-8 calcium fluorescence; scaled to maximal ATP response, vehicle zero. 360,000 compounds, 0.48% hits; in the data active = activation above about 15%;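 note: untransfected CHO-K1 host cells lacking M1 receptor as counterscreen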
# CHRM5 PAM – human M5 muscarinic receptor positive allosteric modulators, primary screen, CHO-K1 cells, Fluo-8 calcium fluorescence. Muscarinic acetylcholine receptor M5 (Homo sapiens), P08912. CHO-K1 hM5, ACh EC20 PAM; 0% = ACh EC20, 100% = ACh EC100. activation, % at 3 µM. 360,000 compounds, 0.3% hits;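 active = activation above the run cutoff, the mean activation of all test compounds plus 3 SD, cut at about 18% in these data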
#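 system = human M5 receptor in CHO-K1 cells | reagent = EC20 acetylcholine as agonist stimulus | compound dosing = single-point, 3 µM nominal | incubation = Fluo-8 loading 80 min at 37 °C plus 30 min room temperature | detection = Fluo-8 calcium dye fluorescence, kinetic read | benchmarks = low control EC20 acetylcholine (0%), high control EC100 acetylcholine (100%)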
# CHRM4 antagonist – human M4 muscarinic receptor antagonists, primary screen, CHO cells, Fluo-8 calcium fluorescence; Muscarinic acetylcholine receptor M4 (Homo sapiens), P08173; CHO-hM4 cells, ACh EC80; inhibition, % at 3 µM; 360,000 compounds, 0.73% hits;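 active = inhibition above its plate's cutoff, the mean inhibition of sample wells plus 3 SD, cut at about 27% in these data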;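 note: 0% = acetylcholine EC80 with DMSO and 100% = DMSO without agonist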
# M5 antag – human M5 muscarinic receptor antagonists, primary screen, CHO cells, Fluo-8 calcium fluorescence | inhibition, % at 3 µM | 360,000 compounds, 0.59% hits | CHO-hM5 cells, ACh EC80 | AID 624040, 2012;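 active = inhibition above a per-plate cutoff, the mean of that plate's test compounds plus 3 SD, cut at about 27% in these data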;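 note: 0% = acetylcholine EC80 with DMSO and 100% = DMSO without agonist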
# CHO-K1 Ca antag – M1 antagonist counterscreen hit in parental CHO-K1 cells; ATP-induced calcium, Fluo-8 fluorescence; inhibition, % at 3 µM; 360,000 compounds, 0.6% hits;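 active = inhibition above a per-plate cutoff, the plate's mean sample inhibition plus 3 SD, cut at about 24% in these data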;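 note: 0% = DMSO plus EC80 ATP and 100% = DMSO alone without ATP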
# Active calls of the source: *. An unsorted share of the library; overall some 2.7% were active at least once.
# Start of the data: the first 3 entries, to show the layout:
# The line under a structure holds: CHRM5 agonist	M1 PAM parental	M4 ag	CHRM4 PAM	CHO-K1 Ca ag	CHRM5 PAM	CHRM4 antagonist	M5 antag	CHO-K1 Ca antag
Cc1sc2ncnc(OCC(=O)NCC3CCCO3)c2c1C (centres undefined)
  -6	14	1	10	0.5	0	-7	-8	-9
CC(=O)OC[C@@H]1CN(Cc2ccccc2)C[C@H](n2cnc3c(NC4CC4)ncnc32)O1
  2	15	2	-3	2.1	0	2	-8	-5
O=C(O)c1ccc(N2C(=O)c3ccc(C(=O)c4cccc([N+](=O)[O-])c4)cc3C2=O)cc1
  1	26	1	5	-0.4	3	-6	-9	18

# All compounds of this part, repeating the preview:
# The line under a structure holds: CHRM5 agonist	M1 PAM parental	M4 ag	CHRM4 PAM	CHO-K1 Ca ag	CHRM5 PAM	CHRM4 antagonist	M5 antag	CHO-K1 Ca antag
Cc1sc2ncnc(OCC(=O)NCC3CCCO3)c2c1C (centres undefined)
  -6	14	1	10	0.5	0	-7	-8	-9
CC(=O)OC[C@@H]1CN(Cc2ccccc2)C[C@H](n2cnc3c(NC4CC4)ncnc32)O1
  2	15	2	-3	2.1	0	2	-8	-5
O=C(O)c1ccc(N2C(=O)c3ccc(C(=O)c4cccc([N+](=O)[O-])c4)cc3C2=O)cc1
  1	26	1	5	-0.4	3	-6	-9	18
CCOc1cc(NC(=S)NCC2CCCO2)c(OCC)cc1NC(=O)c1ccc(F)cc1 (centres undefined)
  -1	4	1	3	1.0	5	3	7	-15
COc1cccc(NC(=O)C2CCC(CNS(=O)(=O)c3ccc4c(c3)CC(C)N4C(C)=O)CC2)c1 (centres undefined)
  -2	10	17	-8	12	-5	12	11	-4
CCC(C)C(=O)Nc1ccc(S(=O)(=O)Nc2nccs2)cc1 (centres undefined)
  0	6	1	1	0.3	10	4	0	-1
CCOC(=O)c1[nH]c2ccc(OCC)cc2c1NC(=O)CN1CCN(c2ccccc2)CC1
  -2	4	1	1	0.4	-6	-7	1	-2
O=C(N=C1SC2CS(=O)(=O)CC2N1c1cccc(F)c1)C1CC1 (centres undefined)
  -4	-3	1	-7	0.5	-3	-8	7	-8
O=C(COc1nc2ccccc2nc1N1CCOCC1)Nc1cccc(S(=O)(=O)N2CCCCC2)c1
  -2	-8	1	-7	0.5	-4	8	0	0
O=C(CCCn1c(=O)[nH]c2cc(Cl)ccc2c1=O)NCCCN1CCN(c2ccc(F)cc2)CC1
  -5	17	2	-2	1.6	1	-6	2	-7
CC1CCCN(S(=O)(=O)c2cnc[nH]2)C1 (centres undefined)
  -3	-10	1	7	0.3	-2	-5	5	-7
C#CCn1c(C)cc(C)c(S(=O)(=O)c2ccccc2)c1=O
  0	12	0	-5	1.1	6	6	-8	-14
Cc1ccccc1C(=O)NC1CC2CCCC(C1)N2C(=O)Nc1ccccc1 (centres undefined)
  -5	2	1	-2	-0.2	-5	-6	11	-10
CCOC(=O)c1c(NC(=O)CCc2ccc(CC)o2)sc(C)c1C
  1	12	-2	5	0.4	7	7	-6	-3
O=C(CC1SC(N2CCCCC2)=NC1=O)Nc1ccc(C(=O)O)cc1 (centres undefined)
  4	-16	1	2	-0.4	8	6	9	1
CCc1nc2ccc(C(=O)NCCN3CCNC3=O)cn2c1N(CC)CCOC
  -1	20	0	4	0.5	-3	-5	10	1
CC(NC(=O)COC(=O)C1CC2CCCC(C1)C2=O)c1ccccc1 (centres undefined)
  -2	10	0	6	0.6	-6	6	14	-14
O=C(c1ccc2c(c1)OCO2)C1CCCN(Cc2ccc3nsnc3c2)C1 (centres undefined)
  -17	-10	2	-21	1.2	-21	0	6	-18
CCOC(=O)C1CCN(C(=O)Nc2ccc(OCc3ccccc3)cc2)CC1
  0	9	2	-2	7.5	-4	2	12	-5
CCCc1ccc2oc(C(=O)N3CCCC3)c(C)c2c1
  -2	7	-1	-1	-0.1	-5	-3	12	-3
CCOC(=O)CNC(=O)C1COc2ccccc2O1 (centres undefined)
  2	24	1	12	1.0	2	-5	0	-10
CC[N+]1(C)CC2CCC(C)(C1)C2(C)C (centres undefined)
  -7	3	0	-4	0.1	-5	5	1	-7
COc1ccc(OC)c(-n2c(SCC(=O)Nc3cccc(S(N)(=O)=O)c3)nc3ccccc3c2=O)c1
  -3	11	1	-17	0.7	-3	11	1	-7
CN(C)CCNC(=O)c1cccc(-c2cnc3c(NC=O)cc(-c4ccc(S(C)(=O)=O)cc4)cn23)c1
  0	16	0	6	0.3	-2	-7	-1	-2
COc1ccccc1OCC(=O)N1CCN(c2ccccc2OC)CC1
  1	21	2	-7	2.5	2	5	1	-13
Cc1ccc(C(=O)NC(O)C(Cl)Cl)cc1 (centres undefined)
  -2	26	0	-5	0.4	5	10	-6	-5
O=C(CN1CCCCCC1)Nc1ccc(Oc2ccccc2)cc1
  -11	10	9	-21	1.7	-11	22	10	-15
Cc1c(S(=O)(=O)c2ccccn2)c(N)n(Cc2ccccc2Cl)c1C
  -1	2	1	-17	0.8	4	12	8	0
NC(=O)C1CC2(C1)CC(C(N)=O)C2 (centres undefined)
  0	15	0	3	0.1	3	-9	-8	-1
CCOC(=O)c1c(C)nc2c(c1C)c(=O)oc1ccccc12
  -1	14	1	0	-0.3	4	-9	-5	-5
O=C1CC(C(=O)O)c2ccccc2N1 (centres undefined)
  2	-8	0	21	-0.5	1	0	-9	15
Cc1cc(C)c(C(=O)c2ccccc2C(=O)O)c(C)c1
  2	20	1	16	0.6	10	-14	-11	-2
CN(CC(=O)Nc1c(Cl)cccc1Cl)C(=O)c1cccc(-n2cccc2)c1
  -2	4	0	-2	0.7	0	1	3	2
O=c1c2cc(C(F)(F)F)ccc2sn1-c1ccccc1
  5	11	9	-4	5.0	-3	4	-2	-3
CCCCN(C)C(=O)c1cc2cc3cc(OC)ccc3nc2o1
  -3	4	5	7	1.0	-5	3	13	12
COc1cc(/C=C(/C#N)c2ccc(F)cc2)ccc1OCc1ccc(C(=O)O)o1
  -1	1	-1	14	-0.5	14	-24	-17	10
Oc1ccccc1/C=N/N1CCN(c2ccccn2)CC1
  1	9	2	-7	2.2	-3	-1	5	-10
CCOC(=O)C1C(=O)C=C(c2cccs2)CC1c1ccccc1C (centres undefined)
  -5	16	4	-4	1.3	-3	-16	3	-5
Cc1ccsc1C(=O)NCc1ccc(F)cc1
  -3	0	1	-7	0.0	-4	10	8	-2
CC(OC(=O)/C=C/c1ccco1)C(=O)Nc1cccc([N+](=O)[O-])c1 (centres undefined)
  -3	18	2	5	0.3	-4	8	7	-3
N#CCCn1cc(CNC2CCC(O)CC2)c2ccccc21 (centres undefined)
  -2	-2	-1	-3	1.1	0	-5	9	-6
N#CCC(=O)N/N=C\c1ccccc1OC/C=C/c1ccccc1
  -3	15	4	1	-0.6	-5	-14	8	5
CCOC(=O)CCCNC(=O)COC(=O)c1cc(Br)c(Br)s1
  2	14	3	-7	2.2	3	9	3	-7
CCN(Cc1ccccc1)c1ccc(/C=C(\C#N)c2ccccn2)cc1
  -3	16	-1	-4	0.9	-6	-2	-4	-10
Cc1ccc(CN2CC(C(=O)N3CCN(S(=O)(=O)c4cc(C)ccc4C)CC3)CC2=O)cc1 (centres undefined)
  1	1	3	5	0.3	2	6	2	1
CCOC(=O)c1cccc(NC(=O)/C(=C\c2ccccc2)NC(=O)c2ccccc2Cl)c1
  6	8	20	-6	6.1	-16	5	16	-6
CCOC(=O)C1CCCN(C(=O)c2cc(C#N)cs2)CC1 (centres undefined)
  0	3	1	8	-0.1	3	-19	-11	8
O=C1CSC(c2ccc(Cl)c(Cl)c2)N1c1nccs1 (centres undefined)
  -3	15	-2	2	-0.1	-3	8	-7	2
CCCC(C)(C)C(=O)N1CCC1(C)C(=O)NS(=O)(=O)c1ccccc1Cl (centres undefined)
  -1	3	0	3	0.4	-1	-18	-7	-11
CCc1n[nH]c(=S)n1/N=C/c1ccccc1OCc1ccc(Cl)cc1
  -10	8	0	-9	15	7	5	-6	8

# The list continues:
# The line under a structure holds: CHRM5 agonist	M1 PAM parental	M4 ag	CHRM4 PAM	CHO-K1 Ca ag	CHRM5 PAM	CHRM4 antagonist	M5 antag	CHO-K1 Ca antag
Cc1c(Br)cc(C(=O)N2CCN(CCO)CC2)c(C)c1C
  -1	18	0	9	1.2	3	0	-5	2
O=C(O)CCn1c(Cc2ccccc2)nc2ccccc21
  0	18	1	1	0.8	6	-3	-1	-11
COCC(=O)N1CCC(Oc2ccc(C(=O)NCCc3ccncc3)cc2)CC1
  -1	-6	0	2	0.0	-5	2	22	9
Cc1ccccc1NC(=S)NC(=O)CCc1ccccc1
  -3	-7	-1	-3	-0.4	-4	-1	-1	-13
COC(=O)CC1C(=O)NCCN1C(=O)c1ccccc1 (centres undefined)
  -4	5	0	0	0.0	-18	-5	-1	-9
CN(CC(=O)Nc1ccccc1C(F)(F)F)C(=O)c1ccc(-c2ccc(Cl)cc2)o1
  0	-19	3	-3	14	-1	-7	-3	7
COc1ccc(Br)cc1C(=O)O
  -3	2	1	5	0.0	-4	5	2	-8
COc1ccc(C(=O)Nc2ccccc2NC(=O)c2ccco2)cc1OC
  -6	3	1	-8	0.9	-15	11	6	2
O=[N+]([O-])c1ccc(-c2ccc(S(=O)(=O)NCCN3CCCC3)cc2)cc1
  0	9	9	-4	3.5	4	-11	3	4
COc1ccc(-c2cc(C(=O)N3CCN(c4ccccc4O)CC3)c3ccccc3n2)cc1
  2	8	24	-11	6.8	-35	29*	18	-6
COc1ccc(-c2coc3c(C(=O)NCc4ccco4)cccc23)c(C)c1
  0	-5	1	-11	0.4	-9	-6	1	-10
Cc1cc2c(NC(=O)Nc3ccc(F)cc3)cccc2nn1
  5	-15	2	-2	1.0	1	6	8	3
COc1ccc(C(NC(=O)C2CCCCC2)c2c(O)ccc3ccccc23)cc1 (centres undefined)
  -3	14	0	-5	0.8	-4	3	10	5
COc1cc(C(CCN2CCCC(C)C2)c2c(OC)cc(OC)c3c(-c4ccccc4)cc(=O)oc23)cc(OC)c1OC (centres undefined)
  -9	9	6	-2	3.8	-11	2	9	-16
O=C(NC(=S)Nc1cccc(S(=O)(=O)NC2=NCCC2)c1)c1cc(-c2ccco2)nc2ccccc12
  -2	19	1	17	0.5	12	-3	-7	-20
CCOc1ccc(OCC(=O)Nc2cc3c(cc2C(=O)O)OCCCO3)cc1
  -3	-7	1	4	-0.3	2	-2	3	-5
CCOC(=O)c1sc(C)c2c1NC(C)(c1cccc3ccccc13)NC2=O (centres undefined)
  -2	7	0	-2	-0.2	0	4	6	-15
CC1(C)CC2CC(C)(CN2C(=S)Nc2ccccc2F)C1 (centres undefined)
  -11	31	-1	-1	0.9	1	-17	2	-9

# Compound activity deposited in PubChem by The Scripps Research Institute Molecular Screening Center.
